# High-throughput results from PubChem BioAssay.
# HDAC3 inhib = human HDAC3 inhibition; recombinant HDAC3, fluorogenic peptide/trypsin coupled, fluorescence; inhibition, % at 8.3 µM; 320,000 compounds, 0.15% hits; in the data active = inhibition above about 26%, passing the limit was not always enough; inconclusive = no clear call, values can overlap the other calls
# Target sequence (O15379 whole entry, looked up): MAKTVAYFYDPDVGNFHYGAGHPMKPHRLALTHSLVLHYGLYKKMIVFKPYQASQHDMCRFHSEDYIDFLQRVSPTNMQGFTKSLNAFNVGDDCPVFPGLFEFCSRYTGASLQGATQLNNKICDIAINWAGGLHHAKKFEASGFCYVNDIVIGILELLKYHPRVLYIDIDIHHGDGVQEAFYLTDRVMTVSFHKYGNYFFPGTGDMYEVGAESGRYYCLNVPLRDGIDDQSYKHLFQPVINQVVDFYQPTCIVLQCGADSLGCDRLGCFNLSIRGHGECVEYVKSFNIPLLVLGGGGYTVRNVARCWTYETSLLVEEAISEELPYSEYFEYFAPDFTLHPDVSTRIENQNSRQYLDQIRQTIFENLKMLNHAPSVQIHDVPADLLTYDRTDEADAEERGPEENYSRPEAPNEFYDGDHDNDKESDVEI
# KCNK3 block = human KCNK3 channel inhibition, primary screen; O14649; CHO-KCNK3 thallium flux, FluxOR fluorescence; active compounds read low; B-score at 10 µM; 340,000 compounds, 0.84% hits; AID 602410;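 active = B-score under library mean minus 4 SD, starting fluorescence ratio at most library mean plus 5 SD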;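 also: more negative B-score means stronger inhibition of thallium flux through KCNK3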
# ANO1 block = inhibitors of mouse TMEM16A calcium-activated chloride channel; Q8BHY3; HEK293 TMEM16A/YFP iodide influx fluorescence, ionomycin; normalized B-score (activity score, 25-100; higher = stronger inhibition) at 10 µM; 310,000 compounds, 1.2% hits;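 active = ratio plate-corrected score three or more library SD toward inhibition, starting fluorescence score within five deviations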;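 also: score derived from kinetic fluorescence span divided by baseline fluorescence per well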
# ANO1 activ = mouse TMEM16A channel activation, primary screen; HEK293 TMEM16A/YFP-H148Q/I152L, iodide quench fluorescence; active compounds read low; 340,000 compounds, 0.3% hits; Q8BHY3; B-score at 10 µM; AID 623877;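 active = fluorescence-ratio B-score plate-corrected deviation score at least 3 library SD below zero, with starting fluorescence score within 5 deviations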;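 also: channel opened by trigger with iodide after compound preincubation; score built on the fluorescence ratio of max minus min over baseline; more negative score means more quench and so TMEM16A activation or potentiation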
# SKKanGAS inh = blocks kanamycin growth of S. pyogenes SKKanGAS strain. BacTiter-Glo, 6 h. inhibition, % at 7.5 µM. 300,000 compounds, 1.3% hits;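 active = mean replicate score, as percent of positive control median, at least 50; inconclusive = mean below 50 but one replicate at or above 50; inactive = mean and every replicate below 50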;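 also: strain carries kanamycin resistance gene driven by streptokinase promoter and grows in 40 µg/ml kanamycin; loss of luminescence reflects streptokinase promoter inhibition or plain growth inhibition; 0% = median of DMSO wells and 100% = positive control at its reference dose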
# KCNQ1 inh = inhibitors of human KCNQ1 potassium channel | P51787 | CHO-K1 KCNQ1, FluxOR thallium flux fluorescence; active compounds read high | B-score at 10 µM | 310,000 compounds, 1.3% hits | AID 2642;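 active = compounds whose thallium flux B-score, printed positive for inhibition, exceeds three library SD while starting fluorescence stays within three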;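 also: channel opened by potassium depolarization with thallium stimulus after 20 min compound exposure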
# KCNK9 inh = blocks the human KCNK9 two-pore domain potassium channel. Q9NPC2. HEK293 KCNK9, FluxOR thallium flux fluorescence; active compounds read low. B-score at 10 µM. 310,000 compounds, 1.2% hits;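 active = ratio B-score over 3 SD below the library mean, with starting fluorescence within 5 SD of its mean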;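 also: negative B-score means less thallium flux so channel inhibition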
# Target sequence (Q9NPC2 whole entry, looked up, the tested form may be a part): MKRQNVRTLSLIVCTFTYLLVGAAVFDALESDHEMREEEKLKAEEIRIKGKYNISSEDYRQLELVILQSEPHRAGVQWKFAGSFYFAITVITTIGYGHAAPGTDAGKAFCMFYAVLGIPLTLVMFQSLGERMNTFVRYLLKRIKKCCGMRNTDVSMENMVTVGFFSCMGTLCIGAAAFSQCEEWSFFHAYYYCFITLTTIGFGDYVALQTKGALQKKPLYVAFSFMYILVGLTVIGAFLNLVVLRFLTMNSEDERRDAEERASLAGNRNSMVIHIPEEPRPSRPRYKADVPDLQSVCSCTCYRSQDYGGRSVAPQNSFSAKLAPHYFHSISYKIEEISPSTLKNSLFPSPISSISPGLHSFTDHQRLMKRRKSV
# hERG rescue = hERG (human) protection from proarrhythmic block; Q12809; CHO-hERG, FluxOR thallium flux, dofetilide IC70 present; activation (rescue from dofetilide block), less the hit threshold, % at 10 µM; 310,000 compounds, 0.51% hits; AID 1511;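 active = activation above the mean of controls blocked by dofetilide plus 5 SD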;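 also: thallium influx through hERG after potassium depolarization seen as dye fluorescence rise; in these data hits start at about 4.7%; inactives centre near -7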
# KCNQ1 act = human KCNQ1 channel potentiation or activation; CHO-K1 KCNQ1, thallium flux FluxOR fluorescence; active compounds read high; B-score at 10 µM; 310,000 compounds, 0.35% hits; AID 2648;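 active = fluorescence ratio B-score, a plate-corrected score, at least three library SD, with initial intensity B-score within 5 SD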
#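 Assay system: stable KCNQ1 CHO-K1 line; medium: assay buffer, equal DMSO in all wells; timing: 90 min dye loading and 20 min compound exposure, both at room temperature; technique: kinetic FluxOR thallium fluorescence, 10-s 1-Hz baseline, 110-s post-stimulus read; read-out basis: B score of baseline-normalized fluorescence ratio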
# RGS4 block = human RGS4 inhibition; P49798; HEK293 M3R/RGS4 inducible, Fluo-4 calcium flux; active compounds read high; triggered by carbachol at its EC20; B-score at 10 µM; 310,000 compounds, 0.45% hits; AID 463165;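 active = B-score, a plate-corrected calcium signal, over three deviations above library mean, with baseline fluorescence within five deviations of library mean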;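 also: RGS4 expression induced by doxycycline in cells with stable M3 receptor; B-score is computed from the integrated fluorescence ratio over baseline after carbachol; higher B-score means a larger calcium signal and so more RGS4 inhibition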
# Target sequence (P49798 whole entry, looked up): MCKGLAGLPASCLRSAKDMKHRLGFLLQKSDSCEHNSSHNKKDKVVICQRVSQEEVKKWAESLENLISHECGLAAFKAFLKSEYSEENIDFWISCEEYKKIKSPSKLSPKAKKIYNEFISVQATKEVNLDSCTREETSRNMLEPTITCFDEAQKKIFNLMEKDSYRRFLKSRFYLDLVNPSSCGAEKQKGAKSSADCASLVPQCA
# RGS4 pot = RGS4 potentiation or activation; HEK293 M3R/inducible RGS4, carbachol calcium flux Fluo4; active compounds read low; B-score at 10 µM; 310,000 compounds, 0.92% hits; AID 463111;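 active = B-score of the integrated calcium signal more than 4 SD below the library mean, with starting fluorescence not abnormally high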;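 also: negative B-score means reduced calcium response which marks RGS4 activation or potentiation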
#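 System: HEK293 FlpIn-TREx cells, stable M3R, doxycycline-inducible RGS4. Timing: overnight RGS4 induction, 30 min dye load 37 °C, 20 min compound RT. Also added: carbachol, ECmax concentration. Measured by: Fluo4 fluorescence kinetic imaging of calcium. Evaluation: integrated calcium ratio converted to B score.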
# * marks the source's active call; other numbers are inactive results; i = inactive; u = inconclusive; x = not tested or not shown.
# Second line of a record: HDAC3 inhib, KCNK3 block, ANO1 block, ANO1 activ, SKKanGAS inh, KCNQ1 inh, KCNK9 inh, hERG rescue, KCNQ1 act, RGS4 block, RGS4 pot
CCCC[C@@H]1CN=C(N)N1CCc1cccc(F)c1
  2, i, i, i, 1, i, i, -6, i, i, i
COc1ccccc1CNCc1cc(OC)c(OC)cc1OC
  u, i, i, i, -12, i, i, -13, i, i, i
COc1ccccc1CN1CCCCCC1
  -4, i, i, i, -3, i, i, -2, i, i, i
COc1ccc2c(c1)CC/C(=C/c1cc(OC)c(OC)c(OC)c1)C2=O
  10, i, i, i, -8, i, i, -8, i, i, i
CSCC[C@H](N)C(=O)NC[C@H]1CC[C@H](C(=O)N[C@@H](Cc2ccccc2)C(=O)O)CC1
  -4, i, i, x, -1, i, i, -2, i, i, i
COc1ccc2cc(C(=O)N3CCCC(Nc4ccc(F)cc4)C3)n(C)c2c1 (stereo not given)
  2, i, i, i, 9, i, i, -9, i, i, i
COc1ccccc1C1NC(=O)NC(C)=C1C(=O)OCc1ccccc1 (stereo not given)
  -1, i, i, i, 0, i, i, -7, i, i, i
Cc1cc(C)nc(Nc2ccc(Cl)cc2C)n1
  3, i, i, i, 0, i, i, 1, i, i, i
COC1CCCN(Cc2cn(C)nc2-c2ccc(Oc3ccccc3)cc2)C1 (stereo not given)
  -10, i, i, i, 2, i, i, -5, i, i, i
CCN(CC)c1ccc(NC(=O)CCS(=O)(=O)c2ccc(Br)cc2)c(C)c1
  3, i, i, i, -3, i, i, -3, i, i, i
C=CCn1c2ccccc2c2nnc(SCC(=O)NC(C(=O)OC)C(C)C)nc21 (stereo not given)
  11, i, i, i, -13, i, i, -12, i, i, i
O=C1NC(Nc2nc3ccccc3s2)(C(F)(F)F)C(=O)N1C1CCCCC1 (stereo not given)
  -3, i, i, i, 13, i, i, -10, i, i, i
Cc1ccc(CNC(=O)c2ccc(Cn3nc(C)c(Cl)c3C)o2)cc1
  2, i, i, i, 4, i, -7*, -18, i, i, i
O=C(COc1ccccc1)N=C1SC2CS(=O)(=O)CC2N1c1ccccc1F (stereo not given)
  -3, i, i, i, 8, i, i, -7, i, i, i
Cc1cc(-c2ccccc2)nc(N/N=C/c2ccccc2)n1
  7, i, i, i, -4, i, -7*, -8, i, i, i
C[C@H]1C=C(C(=O)N2CCN(Cc3ccc4c(c3)OCO4)CC2)O[C@@H](OCc2ccc(CO)cc2)C1
  1, i, i, i, -1, i, i, -1, i, i, i
COc1ccccc1N1CCN(C(=O)CCC(=O)Nc2nnc(C(C)C)s2)CC1
  -5, i, i, i, -7, i, i, -10, i, i, i
CC1CCc2c(sc3ncnc(SCC(=O)Nc4ccc(C(=O)O)cc4)c23)C1 (stereo not given)
  7, i, i, i, 28, i, i, -17, i, i, i
N#Cc1cccc(CN2CCC(=O)N([C@H](CO)Cc3ccccc3)CC2)c1
  -4, i, i, i, 1, i, i, -6, i, i, i
O=c1[nH][nH]c(C(F)(F)F)c1C=Nc1ccc(Cl)cc1
  5, i, i, i, 7, i, i, -5, i, i, i
CN(C)/C=C1\N=C(c2ccc3c(c2)OCO3)OC1=O
  12, i, i, i, 2, i, i, -6, i, i, i
Cc1ccc(NC(=O)CC2SC(=NC3CCCCC3)NC2=O)cc1 (stereo not given)
  -1, i, i, i, 0, i, i, -12, i, i, i
O=C1c2ccccc2C(=O)N1CCc1nc(-c2ccccn2)no1
  4, i, 25*, i, 0, i, i, 0, i, i, i
COc1ccc(C(=O)C2CCCN(C(=O)c3ccnn3C)C2)c(C)c1 (stereo not given)
  -2, i, i, i, -1, i, i, -6, i, i, i
O=C(O)CCCCCN=C1CCc2ccccc2N1
  x, i, x, i, -3, i, i, -9, i, i, i
O=C(CN1C(=O)CCC1=O)NNc1ccc2ccccc2c1
  -4, i, i, i, 12, i, i, -12, i, i, i
CC(C)N1CCC(=NNC(=O)c2ccc(Br)o2)CC1
  6, i, i, i, -2, i, i, -6, i, i, i
O=C(Nc1c(F)cccc1F)C(c1ccccc1)c1ccccc1
  2, i, i, i, -3, i, i, -9, i, i, i
CCCC(=O)Nc1ccc(C(=O)n2ccc(C)n2)cc1
  12, i, i, i, -1, i, i, 3, i, i, i
CC(=O)c1c(N(C)C)ccnc1C(F)(F)F
  3, i, i, i, -6, i, i, -6, i, i, i
N#Cc1c(NC(=O)Cn2cnc3ccccc3c2=O)oc(-c2ccccc2)c1-c1ccccc1
  -6, i, i, i, 18, i, i, -5, i, i, i
CCOc1ccc(/C(O)=C2/C(=O)C(=O)N(CCOCCO)C2c2ccc(F)cc2)cc1 (stereo not given)
  6, i, i, i, 9, i, i, -4, i, i, i
Cc1ccc(NC(=O)CNCCCN2CCOCC2)cc1S(=O)(=O)N1CCCCC1
  -2, i, i, i, -9, i, i, -10, i, i, i
Cc1nn(C(C)(C)C)c(N)c1-c1ccccc1
  4, i, i, i, -1, i, i, -5, i, i, i
Cc1ccc(S(=O)(=O)Nc2cccc(C(=O)NCCCN3CCCC3=O)c2)cc1F
  -12, i, i, i, 4, i, i, -14, i, i, i
COc1cccc(CN(C)C(=O)c2cc(S(=O)(=O)N3CCN(c4ccccc4)CC3)ccc2Cl)c1
  2, i, i, i, 29, i, i, -14, i, i, i
CSc1ncccc1C(=O)N1CCN(S(=O)(=O)c2ccc(C)cc2)CC1
  4, i, i, i, -3, i, i, -3, i, i, i
Cc1ccc(NC2CCCN(C(=O)c3cn4cc(Cl)ccc4n3)C2)cc1C (stereo not given)
  x, i, i, i, 1, i, i, -8, i, i, i
Cc1ccccc1-c1noc(-c2ccc(Cl)cc2)n1
  3, i, i, i, -8, i, i, -2, i, i, i
O=S(=O)(CCc1nc2ccccc2o1)c1ccc(Cl)c(Cl)c1
  -1, i, i, i, 0, i, i, -6, i, i, i
COc1cccc(NC(=O)CN(C)C(=O)CCCc2nc3ccccc3s2)c1
  -3, i, i, i, -8, i, i, -12, i, i, i
Cc1ccccc1NC(=O)CSc1nn2c(=O)c(C)nnc2s1
  16, i, i, i, 0, i, i, -18, i, i, i
Cc1cc(C(=O)Nc2nc3ccc(Cl)cc3s2)nn1C
  -1, i, i, i, -12, i, i, -8, i, 5*, i
O=[N+]([O-])c1cc2c(cc1[N+](=O)[O-])OCCOCCOCCOCCO2
  u, i, i, i, -5, i, i, -4, i, i, i
CC(=O)c1sc(NC(=O)c2ccc(Cn3cc(Br)cn3)o2)nc1C
  1, i, i, i, 12, i, i, -8, i, i, i
CCOC(=O)C1CCN(CC(=O)Nc2c(C(=O)OC)[nH]c3cccc(C)c23)CC1
  -3, i, i, i, -2, i, i, -7, i, i, i
O=S(=O)(Nc1cccc(S(=O)(=O)N2CCOCC2)c1)c1ccc2c(c1)OCCO2
  7, i, i, i, 0, i, i, -3, i, i, i
CCCOc1ccc(-c2nnn(CC(=O)N3CCCC(C)C3)n2)cc1 (stereo not given)
  3, i, i, i, -1, i, i, -10, i, i, i
O=C(CSc1nc2ncccc2[nH]1)NCc1ccccc1
  4, i, i, i, -3, i, i, -3, i, i, i
O=C(CNC(c1ccccc1)c1ccccc1)NCc1ccccc1Cl
  0, i, i, x, 21, i, i, -7, i, i, i

# Additional records follow.
# Second line of a record: HDAC3 inhib, KCNK3 block, ANO1 block, ANO1 activ, SKKanGAS inh, KCNQ1 inh, KCNK9 inh, hERG rescue, KCNQ1 act, RGS4 block, RGS4 pot
COc1cnn(-c2cccc(Cl)c2)c(=O)c1Cl
  -5, i, i, i, 2, i, i, -3, i, i, i
COC(=O)C1=C(C(=O)OC)SC2(S1)C(C(=O)OC)=C(C(=O)OC)SC1=C2c2cc(C)ccc2NC1(C)C
  9, i, i, i, 5, i, i, -8, i, i, i
Cc1cc(C(=O)N2CCc3ccccc3C2)n[nH]1
  3, i, i, i, -4, i, i, -9, i, i, i
COc1ccc(NC(=O)N2CCCC(C(=O)Nc3ccccc3OC)C2)cc1 (stereo not given)
  -16, i, i, i, 10, i, i, -4, i, i, i
Cc1cc(C)c(CN2CCC(n3nccc3NC(=O)C3CCCC3)CC2)cc1C
  1, i, i, i, 3, i, i, -3, i, i, i
CS(=O)(=O)NCCCNc1ccc(C(F)(F)F)cc1[N+](=O)[O-]
  3, i, i, i, -10, i, i, -12, i, i, i
Cc1cc(C)n(-c2ccc(NC(=O)C3CCCCN3C(=O)c3sccc3C)cc2)n1 (stereo not given)
  2, i, i, i, 0, i, i, -8, i, i, i
O=S(=O)(NCCc1csc(-c2ccccc2)n1)c1cccnc1
  0, i, i, i, -1, i, i, -6, i, i, i
O=C(N/N=C/c1ccc(OCc2ccccc2)cc1)c1ccc(O)cc1
  8, i, i, i, -3, i, i, -2, i, i, i
CS(=O)(=O)N1CCC(C(=O)Nc2cc(Cl)cc(Cl)c2)CC1
  6, i, i, i, -2, i, i, 0, i, i, i
CCOc1cccc2sc(Cl)nc12
  -3, i, i, i, -3, i, i, -10, i, i, i
Cc1ccccc1NC(=S)NNC(=O)c1ccoc1C
  -1, i, 100*, i, 6, i, i, -11, i, i, i
Cc1cccc(C)c1N=Cc1c(C(F)(F)F)[nH][nH]c1=O
  -3, i, i, i, -13, i, i, -8, i, i, i
COc1ccc(Cc2nnc(NS(=O)(=O)c3ccc(Cl)cc3)s2)cc1OC
  4, i, i, i, 13, i, i, -8, i, i, i
CCOc1ccc(CCNC(=O)CCn2ccc3cc(S(=O)(=O)N4CCCC4)ccc32)cc1
  -8, i, i, i, -7, i, i, -1, i, i, i
CCn1c(Cc2ccc(OC)cc2)nnc1SCC(=O)NC1CCCCC1
  u, i, i, i, 8, i, i, -8, i, i, i
Nc1ncc(Br)cc1S(=O)(=O)NCCC(=O)NCCc1ccc(Cl)cc1
  3, i, i, i, -9, i, i, -9, i, i, i
c1ccc(Nc2ccnc(Nc3ccccc3)n2)cc1
  -6, i, 25*, i, -2, i, i, -39, i, i, i
CC(C)(CO)N=C1NS(=O)(=O)c2cc([N+](=O)[O-])ccc21
  -2, i, i, i, 13, i, i, -4, i, i, i
O=C(O)CCC1(CCC(=O)O)c2ccccc2-c2ccccc21
  4, i, i, i, 3, i, i, -5, i, i, i
